# Source: PubChem (Small Molecule Screening Facility, UW Madison)
# SSB-PriA inh – inhibitors of Klebsiella pneumoniae PriA binding to SSB C-terminal tail; AlphaScreen SSBct-PriA binding, biotinylated peptide; inhibition, % at 33 µM; hit rate 0.6% among 430,000; AID 1272365; in the data active means inhibition mostly above about 37%, no sharp cut-off; inactive means mostly below about 20%;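 further: plate controls were negative control peptide for no effect and reference peptide for full effect; strong numbers were not always called active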
# The depositor's hits bear a star; & = joins results of further samples.
canonical_smiles | SSB-PriA inh
COc1nn(C)cc1C(=O)NCc1cc(-c2ccc3c(c2)OC(C)C3)on1 (stereo not drawn) | -10
COc1ccc(Cl)cc1NC(=O)N1CCCCC1 | 2
O=C(NCCn1ccc(-c2ccccn2)n1)c1ccc(F)cc1Cl | 0
O=C(O)c1ccc(NNc2ccnc3cc(Cl)ccc23)cc1 | 5
CC(C)(C)n1ncc2c(=O)n(CCC(=O)Nc3cccnc3)cnc21 | -9
Clc1cccc2sc(NCc3ccccc3)nc12 | -17
Clc1ccccc1-c1nnc(-c2ccncc2)o1 | -9
NC(=O)c1ccccc1NC(=O)c1csc2nc(-c3ccc(F)cc3)cn12 | 1
COc1ccc(Br)c(C(=O)N2CCN(C[C@H](C)O)CC2)c1 | -6
CS(=O)(=O)c1ccc(-c2nnc(NC(=O)c3cc4cc([N+](=O)[O-])ccc4s3)o2)cc1 | -6
Cc1ccc(Cl)cc1NC(=O)Cn1cccn1 | -12
COc1cc(C(C)=O)ccc1Oc1ncnc2c1cnn2-c1cc(Cl)ccc1C | -8
Cc1ccc(C)c2sc(NCCN(C)C)nc12 | -9
Cc1ccc(-c2csc(/C(C#N)=C/c3ccccc3I)n2)cc1 | -4
O=C(NCCCN1CCCC1=O)C(=O)Nc1ccccc1 | 3
O=C(Cn1cccc(-c2nc(-c3ccc(Br)cc3)no2)c1=O)NC1CCCC1 | -1
CCOc1cc(C=NNC(=O)C(C)Sc2ccccc2)ccc1O (stereo not drawn) | -2
Cc1ccc(NC(=O)C2CCN(c3cc(-n4cncn4)ncn3)CC2)c(Br)c1 | -3
CC(=O)NC1C(OCC2OC3OC4(CCCCC4)OC3C3OC4(CCCCC4)OC23)OC(COC(C)=O)C(OC(C)=O)C1OC(C)=O (stereo not drawn) | 0
O=C(NCCc1ccoc1)N1CCNC1=O | -17
CN1CCN(c2ncc(NC(=O)Nc3ccc4c(c3)OCO4)cn2)CC1 | -9
CCc1ccccc1NC(=O)CN(C)c1nc2c(C(F)(F)F)cccc2s1 | -14
COc1ccc(S(=O)(=O)NCCNc2cc(-n3cccn3)ncn2)cc1Cl | -3
COc1ccc(C(N)=NOC(=O)Cc2ccc(C)cc2)cc1OC | -33
Cc1cc(C(=O)N2CCC(Oc3ncccc3Br)CC2)c(C)o1 | -1
O=C(CSc1cn(CCNC(=O)c2cccs2)c2ccccc12)NCc1ccc(F)cc1 | -1
Nc1ccc2cc(C(=O)O)ccc2c1 | -21
CCOC(=O)c1cccc(NC(=O)CCCn2c(=O)[nH]c3ccsc3c2=O)c1 | -8
C/C=C/c1ccc(OCC(O)CNC(C)(C)CC(C)(C)C)c(OC)c1 (stereo not drawn) | 15&34
O=C(O)c1cn[nH]c1S(=O)(=O)NCCC1=CCCCC1 | -6

# Fetched by compound from above (four):
canonical_smiles | SSB-PriA inh
O=C(NCCc1ccoc1)N1CCNC1=O | -17
O=C(O)c1cn[nH]c1S(=O)(=O)NCCC1=CCCCC1 | -6
O=C(O)c1ccc(NNc2ccnc3cc(Cl)ccc23)cc1 | 5
Clc1cccc2sc(NCc3ccccc3)nc12 | -17

# Single entries from the entries so far:
# Nc1ccc2cc(C(=O)O)ccc2c1 in SSB-PriA inh → -21
# O=C(NCCc1ccoc1)N1CCNC1=O in SSB-PriA inh → -17

# Additional results follow.
canonical_smiles | SSB-PriA inh
Cc1ccc(NC(=O)Cn2c(C)nc3c(-c4ccncc4)nsc3c2=O)cc1Cl | 0
Cn1ncc2c1ncn1c(-c3ccc(C(C)(C)C)cc3)nnc21 | 2
Cc1cc[n+](C2=C([O-])c3ccccc3C(=O)C2=NS(=O)(=O)c2cccs2)cc1C | 6
Cc1cc(C(=O)NN=C2CC(=O)c3ccccc32)c(C)n1-c1ccc(F)cc1 | 6
COc1cc(NS(=O)(=O)c2cccc(C(F)(F)F)c2)ncn1 | -11
Cc1onc(-c2c(Cl)cccc2Cl)c1C(=O)NN=C(N)COc1ccc(Cl)cc1 | 34
CCOC(=O)C1=Nc2ccccc2C1=Cc1c(O)n(C)c(=O)n(C)c1=O | -2
COC(=O)c1ccc(NC(=O)Cn2c(C)nc3c(sc4cccc(F)c43)c2=O)cc1 | -19
COc1cccc2cc(C(=O)N3CCN(c4cccc(C(F)(F)F)c4)CC3)c(=O)oc12 | 7
CCOc1ccc(/C=N\NC(=O)c2[nH]nc(-c3ccccc3)c2C)cc1 | 2
Cc1cc(C(=O)OC2CN(c3nc4ccc(F)cc4s3)C2)nn1C | 7
Cn1cccc(C(=O)N2CCC(S(=O)(=O)c3ccc(F)cc3)CC2)c1=O | -17
CCOC(=O)c1c(NC(=O)CCSc2nc3c(c(-c4ccccc4)c2C#N)C(=O)CC(C)(C)C3)sc2c1CCCCC2 | -5&3
CCOCC(=O)Nc1ccc(-c2cn3nc(OC)ccc3n2)cc1 | -14
O=S(=O)(c1ccc(F)cc1)N1CCN(c2nc3c(Cl)cccc3s2)CC1 | -16
Cc1noc(-c2cn(CCNC(=O)c3ccc4c(c3)OCO4)nn2)n1 | -3
O=C(c1ccc(C(F)(F)F)cc1)N(Cc1cnc2ccccn12)C1CC1 | -5
O=C1C(=O)N(CCCn2ccnc2)C(c2cccnc2)C1=C(O)c1ccc2c(c1)OCCO2 (stereo not drawn) | 1
FC(F)(F)c1cccc(NC(=S)N2CCc3ccccc3C2)c1 | -6
Cc1cc(C)n(S(=O)(=O)c2cc(Br)ccc2Br)n1 | -6
COCc1nc(-c2ccccn2)n[nH]1 | 68*
Cc1nc2sc(C)c(C)n2c(=O)c1NC(=O)c1cccc(C(F)(F)F)c1 | -9
Cn1nc(CCC(=O)NCc2ccc3c(c2)OCO3)ccc1=O | -4
Cc1nc(-c2ccco2)sc1C(=O)O | -10
Cc1ccc(-c2nnc(N3CCC(C(N)=O)CC3)c3ccccc23)cc1 | 4
CCOC(=O)c1ccc(NC(=O)CSc2nc3ccsc3c(=O)n2-c2ccc(Cl)cc2)cc1 | -12
CC(=O)N1c2ccc(S(=O)(=O)NCCOc3ccc(F)cc3)cc2CC1C (stereo not drawn) | -2
CCOc1ccc(C(C)=NNC(=O)Cc2ccccc2)cc1 | -3
CC(C)(CCl)C(=O)Nc1cc([N+](=O)[O-])ccc1O | 30
O=C(NCc1ccc(F)cc1)C(=O)Nc1cccc(N2CCCC2=O)c1 | -20

# The final 2 entries of the section above lead into the next:
canonical_smiles | SSB-PriA inh
CC(C)(CCl)C(=O)Nc1cc([N+](=O)[O-])ccc1O | 30
O=C(NCc1ccc(F)cc1)C(=O)Nc1cccc(N2CCCC2=O)c1 | -20
Cc1ccc(-c2nonc2NC(=O)c2ccccc2F)cc1 | -4
COc1ccc(-n2nnnc2CNC(=O)c2cccc(C(F)(F)F)c2)cc1 | -11
COc1cc([N+](=O)[O-])cc2sc(NC(=O)CN3C(=O)CCC3=O)nc12 | 20
C=CCN(CC=C)S(=O)(=O)c1ccc(C(=O)Nc2ccc(C(=O)OCC)cc2)cc1 | -8
CN(C)c1ccc(CCCNC(=O)C(=O)NC2CCCCC2)cc1 | -23
O=C(CC1CSc2nc3c(c(=O)n21)CCCC3)NC1CC1 (stereo not drawn) | -8
COc1ccc(-c2c(N)oc3cc(OCc4ccc(Cl)cc4)ccc3c2=O)cc1OC | 8
O=C(CSc1ccc(F)cc1)N1CCC(Oc2cnccn2)CC1 | -9
O=C(Nc1ccc(SCC(=O)N2CCc3ccccc32)nn1)C1CC1 | -4&2
COCCN(CCOC)S(=O)(=O)c1ccc(C(=O)Nc2nc3c(OC)ccc(OC)c3s2)cc1 | 1
CCC(C(=O)NCc1ccc(-c2nccs2)cc1)c1ccccc1 (stereo not drawn) | -13
CN(C(=O)CON=Cc1ccc(OC(F)F)cc1)C1CCS(=O)(=O)C1 (stereo not drawn) | -12
CCOc1ccc(S(=O)(=O)Nc2ccc3c(c2)CCC(=O)N3CCC(C)C)cc1F | -2
O=C(NCC(c1ccsc1)N1CCCCCC1)Nc1ccccc1 (stereo not drawn) | -7
NCCc1nc(-c2ccncc2)no1 | 1
COC[C@@](C)(O)CNC(=O)c1cc(-c2cc(OC)ccc2OC)nn1C | -21
COc1cc(C(=O)NN=Cc2cn(Cc3ccccc3)c3ccccc23)ccc1O | 13
Cc1cc(=O)n(CC(=O)NCc2ccc(F)c(Cl)c2)c(N2CCCC2)n1 | -15
O=C(NCc1cc(-c2ccccc2)on1)c1ncc(-c2ccccc2)o1 | -10
O=C(O)c1cccc(NN=Cc2cccnc2)c1 | -17
CCCCOc1ccc(C(=O)Nc2ccc3c(c2)C(=O)NCCO3)cc1 | 10
CCOc1ccc(NC(=O)CC2Sc3ccc(C(F)(F)F)cc3NC2=O)c([N+](=O)[O-])c1 (stereo not drawn) | -12
COc1ccc(C2=NN(C(C)=O)C(c3cccc4cccc(OC)c34)C2)c(OC)c1 (stereo not drawn) | -1
O=C(NCCc1ccsc1)c1ccc(OC(F)(F)F)cc1 | -12
CCc1ccccc1NC(=O)CSc1nnc(-c2ccccn2)n1Cc1ccco1 | 54*
COc1ccc(C2=NN(S(C)(=O)=O)C(c3ccc4nccnc4c3)C2)cc1OC (stereo not drawn) | -1
O=C(c1ccc2nsnc2c1)N1CCC(n2c(=O)[nH]c3ccccc3c2=O)CC1 | 0
COc1cc(C(=O)Nc2cccc(N3CCCS3(=O)=O)c2)c([N+](=O)[O-])cc1OC | 2
O=C(Nc1nc(-c2csc(NC(=O)c3cccc(Cl)c3)n2)cs1)c1cccc(Cl)c1 | -36
CCOc1ccc(OCc2cccc(C(=O)NN=Cc3cccnc3)c2)cc1 | 8

# Structural class: the compounds so far with a cyano group.
canonical_smiles | SSB-PriA inh
Cc1ccc(-c2csc(/C(C#N)=C/c3ccccc3I)n2)cc1 | -4
CCOC(=O)c1c(NC(=O)CCSc2nc3c(c(-c4ccccc4)c2C#N)C(=O)CC(C)(C)C3)sc2c1CCCCC2 | -5&3

# Continued:
canonical_smiles | SSB-PriA inh
CC(C)Nc1nc(NC(C)C)nc(Oc2ccc(C=NO)cc2)n1 | -8
Cc1cccc(-c2nnc(SCC(=O)Nc3ccccc3C(F)(F)F)n2N)c1 | -3
Nc1nnco1 | -13
Cn1c(-c2ccccn2)nn(CC(=O)N2CCCc3ccccc32)c1=O | -6
COc1cncc(O[C@H]2CCN(C(=O)COc3cccc(C)c3)C2)n1 | -2
COC(CNC(=O)c1nc2ccccc2s1)c1ccccc1Cl (stereo not drawn) | 2
O=C(NCc1cccs1)c1ccc(S(=O)(=O)N2CCOCC2)o1 | -7
O=C(NC(=S)Nc1nc(-c2cc(Cl)sc2Cl)cs1)c1ccc(C(=O)c2ccccc2)cc1 | -7
Cn1c(N=Cc2ccccc2[N+](=O)[O-])nc2ccccc21 | 1
CC(=NNC(=O)c1cccnc1)c1nnn(-c2nonc2N)c1C | 3
N#CCC(=O)NN=Cc1ccccc1Cl | 7
CCOC(=O)[C@H](C)Oc1ccc2c(=O)c(-c3ccc(Br)cc3)coc2c1 | -10
CCOC(=O)C1CCN(C(=O)c2csc(Nc3ccc(S(C)(=O)=O)cc3)n2)CC1 | -4
O=C(Cc1cccs1)NCCn1ccc(-c2ccsc2)n1 | 1
Cc1ccc(-c2cc(C(=O)NN=Cc3ccc([N+](=O)[O-])o3)c3ccccc3n2)o1 | -4
O=C(C1c2ccccc2Oc2ccccc21)N1CCCC1CS(=O)(=O)c1ccccc1 (stereo not drawn) | -1
COc1ccc2sc(Nc3nnc(-c4ccc5c(c4)OCCO5)o3)nc2c1 | -8
CCOc1ccc(-c2cc(C(=O)N3CCN(c4ccc(OC)cc4)CC3)no2)cc1 | 4
O=C(c1ccco1)C(C(c1cccc(Cl)c1)N1CCOCC1)N1CCOCC1 (stereo not drawn) | -2
COc1ccc(Cl)cc1C(=O)NNC(=O)c1ccc(=O)n(Cc2ccc(Cl)cc2)c1 | -8
O=C(Nc1cc(C(F)(F)F)ccc1Cl)c1cc2n(n1)CCCO2 | -26
CCCOc1cc(S(=O)(=O)NCc2cccnc2)ccc1Cl | -13
CCOc1cccc(C=NN2C(=O)CSC2=S)c1O | 71*
Cc1ccc(C=NNC(=O)C2(O)c3ccccc3-c3ccccc32)o1 | 4
COc1ccc(CNC(=O)CC(C)=NNC(=O)c2ccc([N+](=O)[O-])cc2Cl)cc1 | -2
CCOCC(=O)NC1CCC(Oc2ncccn2)CC1 (stereo not drawn) | -2
COCCN(Cc1ccoc1)S(=O)(=O)c1ccc(OC)c(Cl)c1 | 7
COC(=O)c1nc(N)sc1C(=O)c1cccs1 | -2
O=C(N=C1SCC(=O)N1c1ccccc1Cl)c1ccc(Br)cc1 | -5
CC1(C)Cc2cccc(OCC(=O)NCCc3ccc(Cl)cc3)c2O1 | 12
Cc1ccc(C(=O)Nc2cc(C(=O)N3CCOCC3)cn(C)c2=O)cc1C | -4
COc1ccc(-c2nnc(SCC(=O)Nc3ccc(OC(F)F)cc3)n2N)cc1 | 4
O=C(Cc1ccc2c(c1)OCO2)NC1CCC(Oc2ncccn2)CC1 (stereo not drawn) | -18
O=C(CCn1cnc2c(cnn2-c2ccc(F)cc2)c1=O)NCCc1c[nH]c2ccccc12 | 4&5
Cc1cc(NC(=O)c2cccn(Cc3cccc([N+](=O)[O-])c3)c2=O)ccc1Br | 2
CN(C1CCCC1)S(=O)(=O)c1ccc(C(=O)Nc2ccccc2C#N)cc1 | -5
CC(C)COC(=O)c1cc(-c2ccc(C=Nn3cnnc3)o2)ccc1Cl | -14
Cc1ccc(NC(=O)c2ccc(S(=O)(=O)C(C)C)cc2)c(C(=O)c2ccccc2)c1 | 11
Cc1c(Br)c(N)nc2cccnc12 | -16
Cc1ccc(S(=O)(=O)N=C(Nc2ccccn2)c2ccc(Cl)cc2)cc1 | 1
Cc1ccccc1NC(=O)C1CN(S(=O)(=O)C2CC2)C1 | -5
CC(=NNc1nc(Nc2ccccc2)nc(N2CCOCC2)n1)c1cccs1 | 1
O=C(NCCCN1CCN(c2ccccc2)CC1)C1CCCC1 | -30

# This is a subset; rates above refer to the full screens.
